HePTP inhibitor – inhibitors of human HePTP phosphatase; P35236; recombinant HePTP phosphatase activity, OD absorbance; inhibition, % at 20 µM; hit rate 0.64% among 110,000; AID 521; in the data active = inhibition above about 50%;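 also: plate controls were vehicle for no effect and reference inhibitor for full effect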
Target sequence (P35236 whole entry, looked up): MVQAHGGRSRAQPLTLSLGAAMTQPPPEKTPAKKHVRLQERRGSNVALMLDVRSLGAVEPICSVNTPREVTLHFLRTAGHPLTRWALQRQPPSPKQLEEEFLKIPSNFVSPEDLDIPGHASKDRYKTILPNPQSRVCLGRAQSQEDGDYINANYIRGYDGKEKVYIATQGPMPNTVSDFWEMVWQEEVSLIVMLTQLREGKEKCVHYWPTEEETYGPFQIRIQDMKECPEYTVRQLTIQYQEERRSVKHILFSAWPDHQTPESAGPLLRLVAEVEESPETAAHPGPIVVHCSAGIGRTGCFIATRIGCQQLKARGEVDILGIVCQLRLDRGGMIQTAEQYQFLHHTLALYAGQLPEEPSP
BAP1 block – human BAP1 deubiquitinase inhibition. activity remaining (% of control), % at 20 µM. AID 436. hit rate 0.48% among 72,000. recombinant BAP1, Ub-AMC hydrolysis fluorescence kinetic; stronger effect = lower value;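 active = activity remaining at or below 50% of control, provided the compound also passes the data quality filters; inactive = the rest, including low values that fail the filters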;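 also: 100% = DMSO wells rate and 0% = substrate alone blank rate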
Target sequence (Q92560 whole entry, looked up): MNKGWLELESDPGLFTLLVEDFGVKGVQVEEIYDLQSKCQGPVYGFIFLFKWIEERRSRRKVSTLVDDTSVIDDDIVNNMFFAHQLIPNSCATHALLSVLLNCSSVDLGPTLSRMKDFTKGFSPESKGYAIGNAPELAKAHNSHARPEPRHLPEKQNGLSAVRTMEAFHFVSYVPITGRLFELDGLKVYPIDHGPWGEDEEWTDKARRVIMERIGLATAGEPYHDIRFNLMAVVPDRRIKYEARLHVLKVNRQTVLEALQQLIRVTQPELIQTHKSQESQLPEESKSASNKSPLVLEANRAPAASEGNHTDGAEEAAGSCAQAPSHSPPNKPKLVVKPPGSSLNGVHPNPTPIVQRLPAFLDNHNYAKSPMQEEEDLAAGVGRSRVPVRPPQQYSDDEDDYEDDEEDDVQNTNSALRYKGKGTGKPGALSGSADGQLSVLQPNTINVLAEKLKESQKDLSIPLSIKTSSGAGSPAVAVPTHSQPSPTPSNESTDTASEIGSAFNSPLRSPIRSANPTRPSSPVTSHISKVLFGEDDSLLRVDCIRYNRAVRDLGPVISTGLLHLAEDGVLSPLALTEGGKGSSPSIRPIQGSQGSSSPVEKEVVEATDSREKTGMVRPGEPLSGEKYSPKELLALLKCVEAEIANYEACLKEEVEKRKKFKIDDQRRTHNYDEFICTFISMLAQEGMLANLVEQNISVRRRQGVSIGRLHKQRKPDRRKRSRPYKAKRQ
Starred values were filed as active, the others as inactive; . = no result given. The list is partial; rates above refer to the full screens.

SMILES	HePTP inhibitor	BAP1 block
CCC1(c2ccccc2)C(=O)N(COC)C(=O)N(COC)C1=O	-1	101
Cc1cc(NC(=O)COC(=O)c2c(C)nn(Cc3ccccc3Cl)c2Cl)no1	1	.
O=C(Cc1cccs1)N1CCC2(CC1)OCCO2	8	66
Cc1nnc2ccc(N3CCN(C)CC3)nn12	-2	96
Cc1cc(CN(C)C)c(OC(=O)N(C)C)cc1C	-6	101
CCC(COC(=O)c1cc(OC)c(OC)c(OC)c1)(c1ccccc1)N(C)C (centres undefined)	4	62
CCOc1ccc(-n2c(O)c(C=NCCN3CCNCC3)c(=O)[nH]c2=O)cc1	9	164
CCC1CCCCN1P(=O)(c1ccc(C)o1)C(C)(C)C (centres undefined)	6	99
CN(C)C1=NP(N(C)C)(N(C)C)=NC(c2ccccc2)=N1	5	91
O=P(O)(O)C12CC3CC(CC(C3)C1)C2	2	96
CS(=O)(=O)N1CCCC(C(=O)N2CCC3(CC2)OCCO3)C1 (centres undefined)	-7	93
CC(=O)Nc1ccccc1OP1(=O)COc2ccccc2OC1	5	102
NNC(=O)c1ccc(O)cc1	.	95
COc1ccc(CNCCc2ccc(Cl)cc2Cl)c(OC)c1	6	.
NCCc1c[nH]c2ccccc12	.	99
COc1ccc(CN2CCN(Cc3cc(Br)ccc3O)CC2)cc1	-11	.
Oc1ccc(Br)cc1CN1CCN(c2ccccc2)CC1	5	80
OC1C2CCC1C(N1CCCCC1)CC2 (centres undefined)	4	.
O=c1[nH]c(=O)n(Cc2ccco2)c(O)c1C=NCCN1CCOCC1	3	119
CC(C)CNP(=S)(c1ccccc1)C(C)(C)C (centres undefined)	.	246
COc1ccc(CCNC2CC3CCC2C3)cc1OC (centres undefined)	-15	.
CCOC(=O)N(CC)c1ccc(C(O)(C(=O)OCC)C(F)(F)F)cc1 (centres undefined)	-14	104
CN1CCC(N2CC3CC(C2)c2cccc(=O)n2C3)CC1 (centres undefined)	7	84
CN1C(=O)C(Cc2cccs2)C(=O)N(C)C1=O	-7	95
Cc1cccc(N2C(=O)/C(=C/c3ccc(OCc4cccc(C(=O)O)c4)cc3)C(=O)NC2=S)c1	50	.
COc1cccc(-n2c(/C=C/c3ccco3)nc3ccccc3c2=O)c1	11	.
O=C1NC(=O)C2(Cc3ccccc3N3CCCC32)C(=O)N1c1cccc(Cl)c1 (centres undefined)	7	93
CN1CC2([N+](=O)[O-])CC=C(Cl)C([N+](=O)[O-])(C1)C2 (centres undefined)	0	.
O=c1cccc2n1CC1CC2CN(c2ncnc3c2cnn3-c2ccc(Cl)cc2)C1 (centres undefined)	-4	.
O=C1CC(c2ccccc2)CC(O)=C1C=NCCN1CCN(C(=O)Cc2ccccc2)CC1 (centres undefined)	5	109
CCOc1ccc(-n2c(-c3ccccn3)nc3ccccc3c2=O)cc1	-11	97
COC(=O)c1ccc(COc2cc(C)cc3oc(=O)c4c(c23)CCCC4)o1	2	69
CCOc1ccc(CN2CCN(Cc3ccccc3)CC2)cc1	-1	.
O=C(N/N=C1/CN2CCC1CC2)c1ccc(O)cc1	8	.
CC(C)Oc1ccc(Cc2c(O)[nH]c(=O)[nH]c2=O)cc1	9	93
O=C(c1cc(=O)[nH]c2ccc(Br)cc12)N1CCC2(CC1)OCCO2	3	71
Cc1cccc(-n2c(-c3ccccc3F)nc3ccccc3c2=O)c1	6	.
CC(N)c1cccc(Cl)c1Cl (centres undefined)	.	95
ClC1=CCC2CN(CCN3CCCCC3)CC2C1 (centres undefined)	-1	105
O=[N+]([O-])c1cc(F)c(N2CCCCC2)cc1Br	7	.
C#CCOC(=O)C1=CCCN(C)C1	.	94
O=C(COc1ccc2ccccc2c1)N1CCN(Cc2ccccc2[N+](=O)[O-])CC1	10	.
CN1CCN(Cc2ccccc2C(F)(F)F)CC1	11	99
CC12CCC(CC1=O)C(C)(C)N2 (centres undefined)	-9	.
CCCCn1c(O)c(C=NC2CC3CCC2(C)C3(C)C)c(=O)[nH]c1=O (centres undefined)	5	82
CC(Nc1ccc([N+](=O)[O-])c2cccnc12)c1ccc(Br)cc1 (centres undefined)	-4	.
O=c1c2ccccc2nc(/C=C/c2ccccc2[N+](=O)[O-])n1-c1ccccc1O	-10	.
NC(=O)CN1C2CCC1CC(NC(=O)C1CC1)C2 (centres undefined)	0	92
CCCCn1c(O)c(C(C)=NC(C)c2ccccc2)c(=O)[nH]c1=O (centres undefined)	2	95
CC1CN=C(Nc2cccc3ccccc23)S1 (centres undefined)	17	105
(next part)
SMILES	HePTP inhibitor	BAP1 block
O=C(Nc1ccc(Cl)cc1C(=O)c1ccccc1Cl)c1ccco1	8	.
O=[N+]([O-])c1ccc(NCCCO)c2ncccc12	8	.
CC(=O)Nc1ccc(OC(=O)N(C)C)cc1	3	106
Cc1c(Cl)cccc1NC(=O)C1C(C)(C)C1(C)C	7	.
CCCN1CCC2(CC1)NC(CO)(CO)CO2	0	98
COc1ccc(CN2CCN(C(=O)COc3ccc(Cl)cc3)CC2)cc1OCc1ccccc1	10	.
CCN1CCN(Cc2cc(Br)cc(OC)c2O)CC1	1	115
O[C@H]1C2CCC1C(N1CCCCC1)CC2 (some centres undefined)	-4	104
C[C@]12CCC3C(CC[C@H]4C[C@H](O)CC[C@]34C)C1CC[C@@H]2C(=O)CO (some centres undefined)	.	91
CCCCCCOc1ccc(CN2CCN(C)CC2)cc1	3	107
CCOc1ccc(-n2c(-c3cccs3)nc3ccccc3c2=O)cc1	-14	.
CN1C(=O)NC(=O)/C(=C/c2ccc(-c3cccc([N+](=O)[O-])c3)o2)C1=O	-1	.
N/C(=N\[N+](=O)[O-])N/N=C\c1ccc(-c2cccc([N+](=O)[O-])c2)o1	40	.
CCOc1ccc(Br)cc1C=C1C(=O)NC(=S)NC1=O	-6	.
COC(=O)CCP(C)(=O)OCC(C)C (centres undefined)	-2	.
COc1ccc(O)c(CN2CCN(Cc3ccccc3Br)CC2)c1	-2	.
CCOC(=O)CC1=C(C(=O)OCC)C2(C(=O)N1)C(C(=O)OC)=C(N)Oc1ccccc12 (centres undefined)	-4	87
Cc1cccnc1-n1c(-c2ccc(Cl)cc2Cl)nc2ccccc2c1=O	-6	.
COc1ccccc1CN1CCN(Cc2cc(Br)ccc2O)CC1	-16	.
O=C1c2ccccc2-c2onc3c(Br)cc(N4CC4)c1c23	3	.
COc1cc([N+](=O)[O-])cc(/C=C2/C(=O)NC(=O)N(C)C2=O)c1O	3	.
CCC1(c2ccccc2)C(=O)NC(=O)N(C(=O)c2ccc(Cl)cc2)C1=O (centres undefined)	3	.
CCC(C)N1CCN(Cc2ccccc2Br)CC1 (centres undefined)	1	.
O=C(Cn1cc(C(=O)c2ccccc2)c2ccccc21)NCc1ccco1	-6	81
COc1ccc(CNCCc2cccc(F)c2)c(OC)c1C	.	96
Cc1nc2cc(-c3cccc(F)c3)nn2c(C)c1CCC(=O)N1CCC2(CC1)OCCO2	1	97
CC(=C1C(=O)c2ccccc2C1=O)N1CCN(CCN=Cc2c(O)n(C)c(=O)n(C)c2=O)CC1	4	68
CC(=O)c1c(O)c(C)c(O)c(Cc2c(O)c3c(c(C(=O)/C=C/c4ccccc4)c2O)OC(C)(C)C=C3)c1O	.	15*
COC(=O)C1C2c3ccccc3OC1(C)N=c1s/c(=C/c3cn(C)nc3C)c(=O)n12 (centres undefined)	3	98
O=C1NC(=S)NC(=O)C1=Cc1ccc(Sc2ccccc2)o1	16	.
COC(=O)CC1NC2CCCCC2NC1=O (centres undefined)	3	158
O=C(CNS(=O)(=O)c1ccccc1)Nc1ccc(Br)cc1C(=O)c1ccccc1	10	.
c1ccc2c3c([nH]c2c1)CNCC3	4	71
O=C(Cc1ccccc1)N1CCN(Cc2cccnc2)CC1	-2	.
CCN1CCC2(CC1)CC(C)c1cccc(C)c1N2 (centres undefined)	3	.
CC1SC2(CN3CCC2CC3)NC1=O (centres undefined)	-8	96
CCCCCCOC(=O)c1ccccc1N	13	116
CCOC(=O)c1c(C)c(C(=O)N2CCC3(CC2)OCCO3)c(C)n1CC	3	94
CCc1ccc(CNCCc2ccccc2OC)cc1	-14	.
COc1cc(OC)c(OC)cc1CN1CCN(C(=O)COc2ccccc2)CC1	8	.
CCC(=NCc1ccc2c(c1)OCO2)c1c(O)n(C)c(=O)n(C)c1=O	2	75
Cc1cc(Cl)ccc1NC1=NCC(C)S1 (centres undefined)	-14	.
CCN(CC)CCNc1ccc([N+](=O)[O-])c2cccnc12	7	.
CCOP(=O)(OCC)C(NC(=O)c1ccc(Cl)cc1)=C(Cl)Cl	.	58
O=c1c2ccccc2nc(/C=C/c2cc(Br)ccc2O)n1-c1cccc([N+](=O)[O-])c1	-1	.
O=C(CN1C2CCC1CC(O)(c1cccnc1)C2)Nc1ccc2c(c1)OCO2 (centres undefined)	14	104
O=C1NC(=S)N(c2ccccc2F)C(=O)C1=Cc1ccco1	103*	.
O=C1NC(=O)C2(Cc3c(nc4ccccn4c3=O)N3CCCCCC32)C(=O)N1Cc1ccccc1 (centres undefined)	4	.
Cc1ccc(CCN2CC(C(=O)N3CCC4(CC3)OCCO4)CC2=O)cc1 (centres undefined)	6	100
O=C(COc1ccc2ccccc2c1)N1CCN(Cc2ccc(F)cc2)CC1	6	.
Continued.
SMILES	HePTP inhibitor	BAP1 block
CC(=O)CC(C)(C)n1c[n+](C)nn1	6	85
O=C(CN1CCN(CCO)CC1)Nc1ccc(Cl)cc1C(=O)c1ccccc1	2	139
C=Cn1c(P(=S)(N2CCOCC2)N2CCOCC2)cc2c1CCCC2	-12	61
CCOC(=O)/C(CCCN(CC)CC)=N\O	5	95
CCN(CC)c1ncnc2c1ncn2[C@@H]1O[C@H](COP(=O)(O)OP(=O)(O)C(Br)(Br)P(=O)(O)O)[C@@H](O)[C@H]1O	.	96
COc1ccccc1CN1CCN(C(=O)COc2cccc(C)c2)CC1	10	91
O=C(Nc1ccc(OC(=O)N2CCCC2)cc1)N1CCOCC1	8	53
CC(C)c1cccc(C(C)C)c1O	.	86
O=C1NC(=O)N(c2ccc(Br)cc2)C(=O)/C1=C/C=C/c1ccccc1	-8	.
CCOC(=O)c1c(-c2ccccc2)oc2ccc(OC(=O)N(C)C)cc12	-8	.
CCOC(=O)C1C(=O)NC23CCCC2C1c1ccccc1O3 (centres undefined)	0	128
O=C1NC(=S)NC(=O)C1=Cc1ccc(O)cc1	8	.
CCC(C)N1CCN(Cc2ccc(OC)c(OC)c2OC)CC1 (centres undefined)	6	.
COC(=O)c1ccccc1OP1(=O)COc2ccccc2OC1	6	94
C=C(C)COc1cc(C)cc2oc(=O)c3c(c12)CCC3	2	.
O=C1NC(=S)NC(=O)C1=Cc1ccc(-c2ccc([N+](=O)[O-])cc2Br)o1	13	.
CCCCN1C(=O)NC(=O)C2(Cc3c(nc4ccccn4c3=O)N3CCc4ccccc4C32)C1=O (centres undefined)	-9	71
COc1ccccc1-n1c(/C=C/c2cccnc2)nc2ccccc2c1=O	-5	.
CCN(CC)C(=O)c1ccc(NC(=O)C(F)(F)F)cc1	5	.
Cc1cc(OC(=O)c2ccco2)c2c3c(c(=O)oc2c1)CCC3	11	97

Sorted by number of heavy atoms (descending): some entries from above.
SMILES	HePTP inhibitor	BAP1 block
CCCCN1C(=O)NC(=O)C2(Cc3c(nc4ccccn4c3=O)N3CCc4ccccc4C32)C1=O (centres undefined)	-9	71
COc1ccccc1-n1c(/C=C/c2cccnc2)nc2ccccc2c1=O	-5	.
CCC(C)N1CCN(Cc2ccc(OC)c(OC)c2OC)CC1 (centres undefined)	6	.

Other structures follow.
SMILES	HePTP inhibitor	BAP1 block
O=C1NC(=S)NC(=O)C1=Cc1ccc(OCc2cccc(C(=O)O)c2)cc1	14	.
CCC(C)NC(=O)c1c(N)n(CC2CCCO2)c2nc3ccccc3nc12 (centres undefined)	4	.
Cc1ccc(-c2nc3ccccc3c(=O)n2-c2ccncc2)cc1	3	.
CC(=O)NC1CC2CCC(C1)N2 (centres undefined)	6	106
COc1ccc(Nc2ncc(C(=O)N3CCC4(CC3)OCCO4)c3ccccc23)cc1	6	65
O=C1NC(=O)C(=Cc2ccccc2OCc2ccccc2Cl)C(=O)N1	1	.
COC(=O)CC1(Cc2ccccc2)C(=O)NC(=O)NC1=O	13	110
NC12CN3CN(CN(C3)C1)C2 (tested in a mixture with another compound)	0	96
NC(=O)c1ccc(OCC(O)CN2CC=C(c3ccc(F)cc3)CC2)cc1 (centres undefined)	.	87
COC(=O)N(c1ccc(OC)cc1)P1(=S)OCCC(C)O1 (centres undefined)	5	93

In the list so far, 18 have an aryl methoxy group.
SMILES	HePTP inhibitor	BAP1 block
CCC(COC(=O)c1cc(OC)c(OC)c(OC)c1)(c1ccccc1)N(C)C (centres undefined)	4	62
COc1ccc(CNCCc2ccc(Cl)cc2Cl)c(OC)c1	6	.
COc1ccc(CN2CCN(Cc3cc(Br)ccc3O)CC2)cc1	-11	.
COc1ccc(CCNC2CC3CCC2C3)cc1OC (centres undefined)	-15	.
COc1cccc(-n2c(/C=C/c3ccco3)nc3ccccc3c2=O)c1	11	.
COc1ccc(CN2CCN(C(=O)COc3ccc(Cl)cc3)CC2)cc1OCc1ccccc1	10	.
CCN1CCN(Cc2cc(Br)cc(OC)c2O)CC1	1	115
COc1ccc(O)c(CN2CCN(Cc3ccccc3Br)CC2)c1	-2	.
COc1ccccc1CN1CCN(Cc2cc(Br)ccc2O)CC1	-16	.
COc1cc([N+](=O)[O-])cc(/C=C2/C(=O)NC(=O)N(C)C2=O)c1O	3	.
COc1ccc(CNCCc2cccc(F)c2)c(OC)c1C	.	96
CCc1ccc(CNCCc2ccccc2OC)cc1	-14	.
COc1cc(OC)c(OC)cc1CN1CCN(C(=O)COc2ccccc2)CC1	8	.
COc1ccccc1CN1CCN(C(=O)COc2cccc(C)c2)CC1	10	91
CCC(C)N1CCN(Cc2ccc(OC)c(OC)c2OC)CC1 (centres undefined)	6	.
COc1ccccc1-n1c(/C=C/c2cccnc2)nc2ccccc2c1=O	-5	.
COc1ccc(Nc2ncc(C(=O)N3CCC4(CC3)OCCO4)c3ccccc23)cc1	6	65
COC(=O)N(c1ccc(OC)cc1)P1(=S)OCCC(C)O1 (centres undefined)	5	93

Assay outcomes deposited in PubChem by several laboratories.
